# ELG1 genotoxic = inducers of genotoxicity in HEK293T ELG1-luciferase cells | Potency, µM (doses to about 46 µM), for the others: top-dose activity change, positive = activation, usual class: activators | HEK293T ELG1-luciferase reporter, luminescence, 16 h | 330,000 tested, 1.3% active; note: potency is the fitted concentration of half-maximal effect; % of control where 0% means no effect; nearly all actives have a fitted effect of over 60% in size
#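 DMSO vehicle served as control against compound-treated ELG1-luciferase HEK293T cells; exposure lasted 16 hr at 37 °C and 5% CO2, followed by ONE-Glo luminescence detection after 30 min.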
# uPA surface inh = blocks generation of uPA at the cell surface | cell surface uPA generation assay, qHTS | Potency, µM (doses to about 38.3 µM), without a hit: at the highest dose activity change, negative = inhibition, hits mostly inhibitors | 330,000 tested, 0.31% active | AID 540303; active = well fitted inhibition curve with a large enough effect; inconclusive = small, poorly fitted or top-dose-only effect; inactive = no such curve, though single readings can be large or run the other way; tested in mouse RAW 264.7 cells; note: potency is the fitted concentration of half-maximal effect; % is set by controls: 0 for no effect and ±100 for the full control effect; nearly all actives have a fitted effect of over 55% in size
# TRPV1 agonist = activates the human vanilloid receptor TRPV1 | activation, % at 8.33 µM | TRPV1-expressing cells, Fluo-8 calcium influx, agonist mode | 320,000 tested, 0.19% active | Q8NER1 | AID 540275; in the data active = activation above about 80%; inconclusive = between about 30% and that limit; note: 0% is about no effect
#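 Cells expressing TRPV1 were dye-loaded with Fluo-8 and read kinetically: 10 s baseline, 3 min after compound (agonist portion), then 2 min after EC20 capsaicin (allosteric enhancer portion). Calcium-bound dye fluorescence at 480/520 nm.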
# TSG101-PTAP inh = blocks PTAP/TSG101 interaction to inhibit HIV-1 budding; Q99816; 340,000 tested, under 10 active; Potency, µM (doses to about 115 µM), inactives show at the top dose activity change, negative = inhibition, most hits filed as inhibitors; Fluorescence polarization, FITC-PTAP peptide / Tsg101 binding; active = well fitted inhibition curve with a large enough effect in the main read-out, with a control signal flat, not every such curve was filed as active; inconclusive = small, poorly fitted or top-dose-only effect, or effect the other way, or a change in a side signal; inactive = no such curve, though single readings can be large or run the other way; note: potency is the fitted concentration of half-maximal effect; % of control where 0% means no effect
# Target sequence (Q99816 whole entry, looked up): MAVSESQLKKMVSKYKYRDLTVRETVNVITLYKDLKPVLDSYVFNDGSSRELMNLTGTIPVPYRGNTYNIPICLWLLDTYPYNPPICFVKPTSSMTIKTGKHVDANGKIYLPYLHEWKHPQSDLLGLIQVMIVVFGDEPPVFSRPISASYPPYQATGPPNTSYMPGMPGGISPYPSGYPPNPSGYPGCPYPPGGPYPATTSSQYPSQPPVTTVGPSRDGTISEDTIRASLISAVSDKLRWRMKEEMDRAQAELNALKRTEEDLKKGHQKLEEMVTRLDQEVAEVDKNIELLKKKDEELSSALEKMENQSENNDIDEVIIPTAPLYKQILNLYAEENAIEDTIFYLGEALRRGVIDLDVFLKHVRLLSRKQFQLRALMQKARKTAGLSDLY
#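 Fluorescence polarization binding of Tsg101 binding domain (10 uM final) to FITC-labeled PTAP peptide (50 nM final) in HEPES pH 7.5 buffer with NaCl, Tween 20, EDTA, TCEP. Compounds added before peptide; binding 20 min at RT.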
# p53 reactivator = mutant p53 re-activation in reporter cells; H1299 p53-A138V BP100-luciferase reporter, luminescence, 24 h; Potency, µM (doses to about 92.2 µM), for inactives: top-dose activity change, positive = activation, hits mostly activators; 320,000 tested, 0.063% active; note: potency is the fitted concentration of half-maximal effect; % of control where 0% means no effect; nearly all actives have a fitted effect of over 45% in size
#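 H1299 (p53-null), stable ts p53-A138V + BP100-Luc; 1000 cells/well, Opti-MEM/10% FBS; cpd 4 pt, 1:5; 24 h, 37 deg C, 5% CO2; detection reagent 10 min RT; luminescence.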
# BRCA1 expr up = BRCA1 expression activation; Potency, µM (titrated, usually from 46.1 µM), for the others: at the top dose activation, actives largely listed as activators; MCF7-BRCA1-FFLuc reporter, luminescence, 48 h; response scale: scaled: vehicle 0%, 10 µM genistein 100%; AID 624202; 380,000 tested, 1.1% active; note: potency is the fitted concentration of half-maximal effect; nearly all actives have a fitted effect of over 80% in size; some results filed as inactive show a strong effect at the top dose
#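 MCF7 cells carrying a BRCA1-firefly luciferase reporter (2000 cells/well, phenol-red free MEM) were attached for 2 h at 37 °C, then given compounds for 48 h. Luminescence was read 15 min after luciferase reagent; activity normalized to genistein (10 microM) and DMSO.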
# Eya2 phos inh = blocks the phosphatase activity of human Eya2; O00167; recombinant Eya2, OMFP fluorescence dephosphorylation (OMFP is methylfluorescein phosphate); Potency, µM (series often up to 76.9 µM), without a hit: top-dose activity, negative = inhibition, usual class: inhibitors; 330,000 tested, 0.006% active; AID 488837; note: potency is the fitted concentration of half-maximal effect; % is set by controls: 0 for no effect and ±100 for the full control effect
#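 Eya2 protein (added as 0.2 uM solution) was preincubated with compound for 10 min at ambient temperature in 50 mM HEPES pH 7.5, 50 mM NaCl, 5 uM MgCl2, 0.05% BSA, 1 mM DTT. OMFP (added at 50 uM) then reacted 10 min; fluorescence read at 485/525 nm.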
# ASM inhibitor = inhibitors of human secretory acid sphingomyelinase; 340,000 tested, 0.006% active; P17405; placental ASM, HMU-PC fluorogenic substrate, 60 min; Potency, µM (titrated, usually from 57.5 µM), for inactives: at the highest dose activity change, negative = inhibition, actives largely listed as inhibitors; note: potency is the fitted concentration of half-maximal effect
#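 Human placenta-derived ASM enzyme was preincubated with compound for 10 minutes at room temperature, then given fluorogenic substrate HMU-PC0 (9 uM final) for 60 minutes at 37 °C; a pH 10 stop preceded fluorescence reading at Ex 386/Em 447 nm.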
# USP2a inh = inhibitors of human ubiquitin-specific protease USP2a. Potency, µM (top dose mostly 38.3 µM), without a hit: at the top dose activity change, negative = inhibition, hits mostly inhibitors. 330,000 tested, 0.01% active. USP2 core, Ub-CHOP2 coupled fluorogenic reporter, 485/531;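 note: potency is the fitted concentration of half-maximal effect; plate controls were DMSO wells for no effect and full inhibition by NEM control for full effect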
#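 Deubiquitinase activity read as fluorescence (485/531 nm) after Ub-CHOP2 cleavage activates the enterokinase reporter on its substrate; USP2 core 10nM, Ub-CHOP2 and substrate 25nM each, 30min compound preincubation then 60min RT; data normalized to NEM, curves fitted.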
# B2AR arrestin = agonists driving beta-arrestin recruitment to human beta2-adrenergic receptor; 330,000 tested, 0.02% active; Potency, µM (series often up to 46.1 µM), for inactives: at the top dose activation, actives largely listed as activators; beta-arrestin recruitment to beta2AR, cell-based reporter;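 note: potency is the fitted concentration of half-maximal effect; 0% = DMSO controls and full agonism = EC100 isoproterenol or metaproterenol; nearly all actives have a fitted effect of over 65% in size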
# Target sequence (P07550 whole entry, looked up): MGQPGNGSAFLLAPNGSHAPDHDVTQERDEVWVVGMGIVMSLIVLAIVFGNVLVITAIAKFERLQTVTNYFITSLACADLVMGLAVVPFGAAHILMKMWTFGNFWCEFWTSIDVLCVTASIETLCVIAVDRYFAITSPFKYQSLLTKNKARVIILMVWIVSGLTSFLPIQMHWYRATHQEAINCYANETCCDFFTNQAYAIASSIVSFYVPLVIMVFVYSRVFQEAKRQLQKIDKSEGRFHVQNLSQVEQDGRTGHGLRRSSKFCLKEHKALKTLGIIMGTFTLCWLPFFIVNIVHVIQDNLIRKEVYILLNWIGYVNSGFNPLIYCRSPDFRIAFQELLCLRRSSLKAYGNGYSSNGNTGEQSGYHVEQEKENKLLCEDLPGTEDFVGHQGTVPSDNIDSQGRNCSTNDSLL
# a7 integrin act = integrin-mediated muscular dystrophy alleviation activation; alpha7betagal myoblasts, beta-gal FDG fluorescence, 48 h; Potency, µM (titrated, usually from 38.3 µM), inactives show at the top dose activation, most hits filed as activators; 350,000 tested, 0.064% active;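 note: potency is the fitted concentration of half-maximal effect; 100% = response of the positive control SU9516; nearly all actives have a fitted effect of over 60% in size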
#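 alpha7betagal+/- myoblasts (passage 13, 250/well) treated 48 h at 37C with compounds at 1:260 dilution of DMSO stock. Lysed, then beta-galactosidase activity read as FDG fluorescence (ex 480/em 540) after 30 min, with pre-read for autofluorescence.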
# Starred values were filed as active, the others as inactive; ? = inconclusive; . = not tested or not shown; [ ] = dose if it differs, or a comment. Unless noted, calls come from the whole dose curve; as a rule, active = well fitted curve in the direction sought with a large enough effect; inconclusive = small, poorly fitted or top-dose-only effect, or another doubt; inactive = no such curve, though single readings can be large; an effect the other way counts as inactive or inconclusive.
SMILES,ELG1 genotoxic,uPA surface inh,TRPV1 agonist,TSG101-PTAP inh,p53 reactivator,BRCA1 expr up,Eya2 phos inh,ASM inhibitor,USP2a inh,B2AR arrestin,a7 integrin act
CCC1([N+](=O)[O-])COC(c2ccc(Cl)cc2)OC1 (stereo not given),.,-1%,.,-5%,.,6%,.,-1%,.,.,1%
COc1ccc(/C=C2\SC(=S)N(CCCC(=O)NC3CCCC3)C2=O)cc1OC,.,5%,.,-2%,.,-37%,.,-3%,.,.,-6%
O=C(NC(=S)Nc1ccc(CN2CCOCC2)cc1)c1ccc(-c2ccc(Br)cc2)o1,0%,2%,-3,6%,2%,11%,-26%,-23%,1%,-0.1%,5%
CC(=O)Nc1ccc(NC(=O)CCCc2ccccc2)cc1,6%,4%,-3,-1%,26%,-27%,-5%,3%,-1%,0.4%,26%
CCOc1ccc(C(=O)CCC(=O)Nc2ccc(C)c(S(=O)(=O)N3CCCCC3)c2)cc1,1%,6%,-3,-1%,0%,-51%,-14%,?,-4%,-0.1%,-14%
Cc1c(C(=O)N(C)C)sc2nc(-c3ccccn3)[nH]c(=O)c12,?,-6%,-1,-3%,3%,46%,4%,5%,-1%,0.2%,-16%
O=C(Nc1cccc(Cl)c1)C1CCCN(c2cnccn2)C1 (stereo not given),-1%,-7%,-4,-1%,14%,?,-1%,15%,3%,0.0%,-15%
COc1ccc(CCN2CC(C(=O)N(C)CCn3nc(C)cc3C)CCC2=O)cc1 (stereo not given),-1%,-4%,2,-4%,3%,6%,-1%,-3%,-1%,0.4%,-16%
O=C(CCS(=O)(=O)c1cccc2nonc12)N1CCN(c2ccc(F)cc2)CC1,-14%,0%,-1,-5%,3%,6%,2%,3%,1%,-0.2%,6%
COC(=O)c1c(NC(=S)NC(=O)c2ccco2)sc2c1CCCC2,8%,9%,-2,-1%,1%,0%,-19%,1%,4%,3.5%,4%
Cc1ccccc1OCc1nc(-c2ccc(Br)o2)no1,?,-1%,1,-1%,?,67%,-7%,-8%,3%,-0.2%,-8%
COCCC(=O)N1CCC(Oc2ccc(C(=O)NC(C)CCn3cccn3)cc2)CC1 (stereo not given),6%,5%,-1,.,-3%,-8%,5%,1%,-2%,0.1%,-16%
Cc1cc(=O)[nH]c(N/N=C2/CCCC/C2=C\c2ccccc2)n1,-6%,-6%,11,-2%,2%,-26%,1%,-2%,1%,0.2%,-17%
O=C(Nc1ccc(-c2nc3ncccc3o2)cc1)c1ccc([N+](=O)[O-])o1,-7%,-12%,1,0%,-20%,-85%,0%,12%,1%,0.3%,-13%
Cc1ccc(C(=O)c2sc3nc4c(cc3c2N)CCC4)cc1,?,4%,21,0%,?,-60%[inhibitor],4%,1%,6%,0.0%,26%
COc1ccc(C(CNC(=O)C(C)Oc2ccc(Br)cc2)N2CCCC2)cc1 (stereo not given),1%,6%,4,0%,-4%,-3%,19%,11%,0%,0.1%,-15%
OCCC1CN(CC(c2ccccc2)c2ccccc2)CCN1C1CCCC1 (stereo not given),-1%,-4%,4,1%,-4%,-30%,6%,-1%,-2%,-1.0%,-34%[inhibitor]
Cc1ccc(C2CCN(C(=S)NC(C)(C)C)C2)cc1 (stereo not given),8%,14%,29,-1%,19%,92%,-19%,-2%,-2%,0.0%,14%
CCOc1cc(CNc2ccc(Br)cc2)cc(Br)c1OCC(=O)NC(C)(C)C,1%,-7%,6,-1%,7%,-53%,-26%,-18%,0%,-0.6%,-40%
COc1ccc(C2=NS(=O)(=O)N(C)C(C(=O)NC(C)c3ccccc3)=C2)cc1 (stereo not given),-1%,-7%,0,-5%,.,-17%,-1%,29%,0%,0.4%,8%
Cc1ccc2c(C)nc(Nc3nc(CSc4nnnn4-c4ccccc4)cc(=O)[nH]3)nc2c1,-1%,1%,1,-4%,-6%,-87%,9%,-13%,3%,-0.9%,5%
COc1ccc(Nc2nnc(SCC3CCCO3)s2)cc1 (stereo not given),13%,-4%,?,-5%,3%,?,-8%,-2%,-4%,0.2%,2%
CCOC(=O)c1c(C)[nH]c(C)c1C(=O)COC(=O)[C@@H]1CCCN1S(=O)(=O)c1ccc(Cl)cc1,0%,.,5,-6%,-4%,-33%,13%,-1%,-1%,0.0%,-18%
O=C(CCN1CCC(c2ccc(Cl)s2)=N1)c1ccc(Cl)s1,2%,8%,11,0%,0%,-1%,11%,5%,0%,2.9%,?
CCOC(=O)c1sc(NC(=O)C2CC(=O)N(c3ccc(OC)cc3)C2)nc1C (stereo not given),-7%,-1%,12,-5%,-1%,22%,-3%,0%[11.5 µM],-1%,-0.3%,-21%
COC(=O)c1c(NC(=O)c2ccc(C)cc2)sc(Cc2ccccc2)c1C,1%,6%,-1,1%,-6%,-7%,-1%,9%,0%,0.4%,-17%
O=C1CSCC(=O)N1c1ccccc1,4%,0%,-3,-1%,-4%,12%,-7%,0%,1%,-0.9%,9%
Nc1cc(=O)[nH]c(SCC(=O)Nc2cccc(S(=O)(=O)N3CCCCC3)c2)n1,1%,0%,.,-4%,-5%,2%,5%,0%,0%,8.5%,12%
CCOc1ccc(CNC(=O)c2nnc(CS(=O)(=O)c3ccccc3)o2)cc1OC,2%,?,-1,1%,.,-22%,?,-1%,-1%,0.0%,14%
CC1Oc2ccccc2N(CC(=O)NCc2cccs2)C1=O (stereo not given),-1%,.,5,-9%,?,84%,-26%,0%,0%,-0.3%,36%[7.66 µM]
CCN(CC1CCCN(CCc2cccc(OC)c2)C1)C(=O)c1ccc(COC)o1 (stereo not given),3%,-7%,-7,-7%,8%,4%,-7%,0%,-2%,-0.6%,-20%
CN(C)c1ccc(CN(C)C2CCCCC2)cc1,0%,-4%,-1,-5%,2%,16%,1%,-2%,3%,0.1%,-24%
Cc1occc1C(=O)Nc1cccc(C(=O)O)c1,?,.,-1,-2%,12%,19%,8%,5%,1%,-1.9%,?
COc1ccccc1N1CCN(C(=O)c2c(-c3c(Cl)cccc3Cl)noc2C)CC1,-7%,-4%,18,-5%,-7%,-27%,11%,0%,1%,0.2%,22%
Cc1cc(C)c(NC2=CC(=O)CC(C)(C)C2)c(C#N)c1,1%,.,2,-6%,-1%,0%,1%,5%,-4%,0.2%,15%[7.66 µM]
O=C(Cn1c(-c2ccccn2)nc2ccccc21)N/N=C/c1cccnc1,0%,-7%,2,-6%,-3%,-8%,3%,-2%,-1%,1.0%,4%
CCOC(=O)c1ccc(NC(=S)N(Cc2cccnc2)Cc2ccco2)cc1,0%,3%,-8,-5%,3%,-14%,-19%,-2%,-3%,-0.1%,0%
CCN(c1ccccc1)S(=O)(=O)c1ccc(OC)c(OC)c1,-4%,.,0,-9%,-3%,-19%,1%,5%,4%,-0.1%,-3%
O=C(Nc1ccc2c(c1)OCO2)C1CCN(C(=O)c2ccc([N+](=O)[O-])cc2)CC1,0%,-2%,1,-3%,0%,20%,6%,0%,0%,0.7%,-11%
Cc1ccccc1CSCC(=O)Nc1ccccc1F,12%,3%,24,-1%,?,79%,-6%,0%,0%,0.2%,6%

# An excerpt from above with just BRCA1 expr up:
Structure | BRCA1 expr up
Nc1cc(=O)[nH]c(SCC(=O)Nc2cccc(S(=O)(=O)N3CCCCC3)c2)n1 | 2%
CCOc1ccc(CNC(=O)c2nnc(CS(=O)(=O)c3ccccc3)o2)cc1OC | -22%

# Going on with the list:
SMILES,ELG1 genotoxic,uPA surface inh,TRPV1 agonist,TSG101-PTAP inh,p53 reactivator,BRCA1 expr up,Eya2 phos inh,ASM inhibitor,USP2a inh,B2AR arrestin,a7 integrin act
CCc1nnc(NC(=O)c2c(OC)cccc2OC)s1,-5%,.,1,-6%,0%,15%,-4%,-2%,1%,0.4%,-7%[7.66 µM]
O=C(c1ccc(Cl)cc1)N1CCC2CC1c1cc(-c3ccccc3)ccc12 (stereo not given),.,-1%,.,0%,.,2%,.,-12%,.,.,28%
O=C(c1ccc2c(=O)n3c(nc2c1)CCCCC3)N1CCN(Cc2ccccc2)CC1,-3%,.,2,-6%,-3%,-26%,-31%,-3%,4%,0.0%,3%[7.66 µM]
COc1ccc(C(=O)Nc2cc3c4c(c2)CC(=O)N4CCC3)c(OC)c1,?,5%,7,-1%,9%,4µM*,4%,-1%,1%,-0.1%,13%
O=C(c1cc(-c2ccncc2)nc2ccc(Cl)cc12)N1CCN(Cc2ccc3c(c2)OCO3)CC1,-18%,4%,?,-3%,1%,-64%,7%,-1%,0%,-0.5%,13%

# Bioassay records (PubChem BioAssay)
